SENP8 block-1 = SENP8 protease inhibition; AID 2540; purified SENP8, Z-RLRGG-aminoluciferin cleavage, luminescence; inhibition, % at 10 µM; 330,000 compounds, 1.2% hits; Q96LD8; in the data active = inhibition above about 50%
Target sequence (Q96LD8 whole entry, looked up): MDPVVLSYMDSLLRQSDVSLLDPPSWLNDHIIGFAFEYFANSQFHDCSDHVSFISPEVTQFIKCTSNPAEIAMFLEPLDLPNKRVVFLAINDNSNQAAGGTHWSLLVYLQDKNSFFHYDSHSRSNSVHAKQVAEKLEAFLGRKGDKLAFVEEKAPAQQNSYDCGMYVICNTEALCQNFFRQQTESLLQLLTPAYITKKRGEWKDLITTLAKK
SENP1 FRET inh = inhibitors of human SENP1 SUMO protease catalytic domain; Q9P0U3; recombinant SENP1 catalytic domain, CyPet-SUMO1-YPet FRET cleavage; inhibition, % at 10 µM; 360,000 compounds, 0.21% hits;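 active = inhibition at least 30% at 10 µM, raw YFP signal under a set limit, fluorescence ratio 0.5 to 1.5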;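 note: 0% = enzyme with DMSO and 100% = no enzyme wells; some results filed as inactive read as strong as hits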
Target sequence (Q9P0U3 419-644 limits assumed): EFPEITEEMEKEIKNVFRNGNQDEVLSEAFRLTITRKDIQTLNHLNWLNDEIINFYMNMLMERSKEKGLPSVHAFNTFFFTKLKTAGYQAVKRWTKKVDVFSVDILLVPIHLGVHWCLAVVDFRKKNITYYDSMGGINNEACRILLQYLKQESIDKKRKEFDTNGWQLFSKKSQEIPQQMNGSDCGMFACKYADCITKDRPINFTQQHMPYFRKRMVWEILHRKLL
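material = recombinant human SENP1 catalytic domain, His6-tagged | quantity = 20 pM enzyme | reagent = 25 nM SUMO1 FRET substrate | compound dosing = 10 µM single point, 0.5% DMSO | timing = 50 min enzyme reaction, room temperature, light-protected | detection = FRET, CFP and YFP emission | control set = no-enzyme low, enzyme-DMSO high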
HKDC1 inh = blocks human hexokinase HKDC1 activity; Q2TB90; recombinant HKDC1, G6PDH/diaphorase resazurin coupled fluorescence; inhibition, % at 20 µM; 340,000 compounds, 0.16% hits; AID 493160;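 active = inhibition above about 35% when tested at 20 µM, limit read from the data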;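 note: plate controls were DMSO wells with enzyme for no effect and DMSO wells lacking enzyme for full effect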
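Material – in-house recombinant HK5 (HKDC1) enzyme · Quantity – HKDC1 at 5 µg/mL · Buffer or medium – pH 8.0 Tris buffer with 10 mM MgCl2 · Reagent – glucose with 1 mM ATP · Dosing – single 20 µM dose · Times – reaction time 90 min, room temperature, protected from light · Technique – resorufin fluorescence at 613 nm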
SENP8 block-2 = blocks human SENP8 cleavage of Nedd8 substrate | Q96LD8 | recombinant SENP8, Nedd8 substrate fluorescence | inhibition, % at 20 µM | 360,000 compounds, 0.64% hits | AID 602440; in the data active = inhibition mostly above about 40%, no sharp cut-off; inactive = mostly below about 27%
SENP7 block = blocks the human protease SENP7 | Q9BQF6 | recombinant SENP7, Z-RLRGG-aminoluciferin luminescence, 40 min | inhibition, % at 5 µM | 330,000 compounds, 1.5% hits;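 active = inhibition above about 50% at the single test dose, limit read from the data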;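 note: plate controls were DMSO with enzyme for no effect and no enzyme buffer wells for full effect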
SENP6 block = blocks the human protease SENP6; Recombinant SENP6 catalytic domain, aminoluciferin luminescence; inhibition, % at 10 µM; 330,000 compounds, 1.8% hits; AID 2599;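 active = inhibition above about 50% at the single tested dose, limit read from the data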;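 note: plate controls were DMSO wells with enzyme for no effect and DMSO wells lacking enzyme for full effect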
Target sequence (Q9GZR1 628-1112 limits assumed): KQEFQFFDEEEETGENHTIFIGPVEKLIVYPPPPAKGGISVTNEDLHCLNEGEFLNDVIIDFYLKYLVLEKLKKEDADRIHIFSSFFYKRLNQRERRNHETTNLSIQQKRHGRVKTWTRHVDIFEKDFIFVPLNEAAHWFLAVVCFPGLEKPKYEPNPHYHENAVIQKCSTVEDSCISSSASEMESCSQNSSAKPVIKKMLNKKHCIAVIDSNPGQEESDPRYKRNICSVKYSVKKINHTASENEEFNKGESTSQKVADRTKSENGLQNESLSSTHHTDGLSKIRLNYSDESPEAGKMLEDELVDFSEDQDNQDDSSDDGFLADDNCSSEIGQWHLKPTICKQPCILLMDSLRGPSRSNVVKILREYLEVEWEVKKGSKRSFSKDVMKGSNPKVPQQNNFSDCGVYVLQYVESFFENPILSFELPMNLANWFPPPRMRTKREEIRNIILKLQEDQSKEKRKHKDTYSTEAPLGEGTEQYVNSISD
Apaf-1 inh = inhibitors of human Apaf-1 apoptosome; O14727; reconstituted apoptosome caspase-3 activity, DEVD-Rh110 fluorescence; inhibition, % at 20 µM; 330,000 compounds, 0.71% hits; AID 489030; active = inhibition of at least 40% at 20 µM;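 note: plate controls were DMSO wells for no effect and DEVD-CHO caspase inhibitor wells for full effect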
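System – cell-free apoptosome with Apaf-1, procaspase-3 and caspase-9 · Buffer or medium – pH 7.5 Hepes buffer with CHAPS, BSA, DTT · Also added – cytochrome c with DEVD-Rh110 · Times – 30 min compound preincubation, 50 min activation, room temperature · Technique – Rh110 fluorescence intensity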
PfGluPho inh = PfG6PD (Plasmodium falciparum) enzyme inhibition | PfGluPho enzyme, NADPH resazurin-diaphorase fluorescence | inhibition, % at 20 µM | 350,000 compounds, 0.78% hits | AID 504690;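 active = inhibition reaching at least a set limit at 20 µM in the primary screen, cut at about 59% in these data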;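 note: 0% = DMSO wells with substrate and 100% = DMSO wells lacking glucose-6-phosphate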
NLRP3 yeast inh = inhibitors of NALP3 inflammasome in yeast; 330,000 compounds, 0.39% hits; Yeast reconstituted NLRP3/ASC/caspase-1, beta-gal luminescence, 24 h; AID 2825; inhibition, % at 10 µM;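 active = inhibition of 50% or more; inactive = inhibition below 50%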;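 note: plate controls were induced DMSO wells for no effect and uninduced yeast grown without galactose for full effect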
An asterisk follows results filed as active; / = no result given.

SMILES	SENP8 block-1	SENP1 FRET inh	HKDC1 inh	SENP8 block-2	SENP7 block	SENP6 block	Apaf-1 inh	PfGluPho inh	NLRP3 yeast inh
COc1ccc(S(=O)(=O)N(C)CC(=O)NCCCN2CCOCC2)cc1Cl	6	1	2	18	5	-8	2	-1	6
CC(=O)c1ccccc1NC(=O)COC(=O)/C=C/c1ccc(C)o1	0	-1	-10	3	1	2	-6	23	9
Cc1cc(C(=O)CSc2nnnn2-c2ccc(O)cc2)c(C)n1C	-9	2	-4	9	-1	-23	5	0	2
C=C(C)CN(CC)C(=O)CC1C(=O)NCCN1CC(C)(C)C (stereo not given)	-1	-8	-6	-2	2	6	-9	-6	12
CCOC(=O)c1[nH]c2ccc(OC)cc2c1NC(=O)CCN1CCC(C)CC1	2	/	1	/	-3	-1	-2	-4	9
O=C(N/N=C\c1cc2c(cc1Cl)OCO2)c1ccc(Br)s1	4	1	-3	-391	3	-6	10	-7	-5
CCCCN(C)C(=O)C1CCN(Cc2cccc(OCc3ccccc3)c2)CC1	-5	2	-5	5	-4	6	11	2	24
CC1(C)NC(=O)N(CCCCOc2ccccc2[N+](=O)[O-])C1=O	-5	/	/	/	-12	-13	10	/	-6
CC(=O)Nc1ccc(S(=O)(=O)NCC(=O)OCc2ccccc2)cc1	-11	2	0	12	-11	-5	8	-20	-3
Cn1c(=O)c2ccccc2n(Cc2ccccc2F)c1=O	-2	0	-5	3	-1	-7	-16	0	10
O=c1cc(-c2cccc(F)c2)oc2ccccc12	/	1	-1	9	/	/	/	5	/
COC(=O)c1ccccc1NC(=O)C1CC(=O)N(c2ccccc2)C1 (stereo not given)	5	0	-7	6	8	12	-7	-2	22
CCOc1ccc(CCNC(=O)CCn2nc(C)c3c(C)n(-c4ccccc4)nc3c2=O)cc1	9	4	1	16	1	-11	3	5	-2
Cc1ccc(SCC(=O)OCC(=O)NCCC2=CCCCC2)cc1	14	2	-4	2	-2	6	18	-8	17
Nc1cccc(-c2nc3ccc(C(=O)c4ccccc4)cc3[nH]2)c1	71*	0	2	-24	81*	85*	11	62*	8
CCn1nc(C)cc1C(=O)N1CCCC(CCC(=O)NCc2ccccc2F)C1 (stereo not given)	6	2	-5	28	-1	4	-20	10	2
COc1ccc(S(=O)(=O)N2CC(C)N(S(=O)(=O)c3ccc(OC)cc3)CC2C)cc1 (stereo not given)	5	/	-5	/	5	8	4	23	-4
O=S(=O)(NC1CCCC1)c1cc(F)ccc1F	6	1	-1	4	-15	-9	6	-17	-35
COC(=O)c1ccc(CSc2nc3ccc(S(=O)(=O)N4CCOCC4)cc3[nH]2)cc1	-2	2	-4	-1	-2	0	5	5	11
N#Cc1cccc(NC(=O)C2SC(=Nc3ccccc3)C(C(=O)N3CCOCC3)=C2N)c1 (stereo not given)	0	-1	-3	-35	7	5	10	-3	14
CC1CN(S(=O)(=O)c2ccc(NC(=O)CCN3C(=O)c4ccccc4C3=O)cc2)CC(C)O1 (stereo not given)	5	1	0	14	9	2	21	-2	23
Cc1cc(C)cc(OCc2nnc(SCC(=O)OC3CCCCC3)o2)c1	4	0	9	17	5	8	24	2	5
COc1ccc(C2CC(c3cccc(Cl)c3)n3nc(N)nc3N2)cc1 (stereo not given)	-1	-25	9	-472	-5	1	-2	-9	20
Oc1ccccc1C1=Nc2ncnn2C(c2ccccc2)C1 (stereo not given)	-8	1	-1	-19	-4	-9	2	3	18
CC(=O)c1ccc(NC(=O)COC(=O)c2c[nH]c3ccccc23)cc1	7	0	-3	2	-3	-14	-2	2	20
O=S(=O)(c1cccc(-c2csc(-c3ccccc3)n2)c1)N1CCOCC1	0	1	-3	35	0	-6	19	5	48
COCCN(C(=O)COC(=O)CCc1ccccc1OC)c1c(N)n(Cc2ccccc2)c(=O)[nH]c1=O	-5	4	0	-5	5	-1	8	-7	19
CC1(C)CC(=O)C(C=NCC2CCN(C(=S)Nc3cccc(Cl)c3)CC2)=C(O)C1	-4	1	1	14	7	-8	6	-5	0
CC(C)NC(=O)c1ccccc1NC(=O)CCc1ccccc1	-9	1	-6	10	-1	-16	-3	-5	17
Nc1ccnc(C(F)(F)F)c1C(=O)c1ccccc1	0	-1	-7	13	0	-1	-43	-5	-5
CCNC(=S)N(Cc1ccc2c(c1)OCO2)C1CC(=O)N(c2ccc(F)cc2)C1=O (stereo not given)	1	2	-2	19	5	-19	11	12	15
CC1(C)CC2CC(C)(CN2/C=N/c2sc3c(c2C#N)CC(C)(C)NC3(C)C)C1 (stereo not given)	-6	-3	-4	23	1	-12	-5	27	0
CC(=O)C(Sc1nc(NC(C)(C)C)nc(N(C)C)n1)C(C)=O	-2	2	3	20	-5	-11	22	15	16
COc1ccc(C(=O)Nc2ccc3[nH]ccc3c2)cc1OC	-8	5	6	32	8	-4	-23	4	12
CN1c2ccccc2C(O)=C(C(=S)Nc2ccc(Cl)cc2)S1(=O)=O	1	1	6	-128	5	5	5	-50	24
CCOc1ccc(NC(=O)CCS(=O)(=O)c2cccc3nsnc23)cc1	4	-3	4	-10	6	1	10	2	20

Reformatted in CSV form: part of the list above.
SMILES,SENP8 block-1,SENP1 FRET inh,HKDC1 inh,SENP8 block-2,SENP7 block,SENP6 block,Apaf-1 inh,PfGluPho inh,NLRP3 yeast inh
Oc1ccccc1C1=Nc2ncnn2C(c2ccccc2)C1 (stereo not given),-8,1,-1,-19,-4,-9,2,3,18
CC(=O)c1ccc(NC(=O)COC(=O)c2c[nH]c3ccccc23)cc1,7,0,-3,2,-3,-14,-2,2,20
O=S(=O)(c1cccc(-c2csc(-c3ccccc3)n2)c1)N1CCOCC1,0,1,-3,35,0,-6,19,5,48
COCCN(C(=O)COC(=O)CCc1ccccc1OC)c1c(N)n(Cc2ccccc2)c(=O)[nH]c1=O,-5,4,0,-5,5,-1,8,-7,19
CC1(C)CC(=O)C(C=NCC2CCN(C(=S)Nc3cccc(Cl)c3)CC2)=C(O)C1,-4,1,1,14,7,-8,6,-5,0
CC(C)NC(=O)c1ccccc1NC(=O)CCc1ccccc1,-9,1,-6,10,-1,-16,-3,-5,17
Nc1ccnc(C(F)(F)F)c1C(=O)c1ccccc1,0,-1,-7,13,0,-1,-43,-5,-5
CCNC(=S)N(Cc1ccc2c(c1)OCO2)C1CC(=O)N(c2ccc(F)cc2)C1=O (stereo not given),1,2,-2,19,5,-19,11,12,15
CC1(C)CC2CC(C)(CN2/C=N/c2sc3c(c2C#N)CC(C)(C)NC3(C)C)C1 (stereo not given),-6,-3,-4,23,1,-12,-5,27,0
CC(=O)C(Sc1nc(NC(C)(C)C)nc(N(C)C)n1)C(C)=O,-2,2,3,20,-5,-11,22,15,16
COc1ccc(C(=O)Nc2ccc3[nH]ccc3c2)cc1OC,-8,5,6,32,8,-4,-23,4,12
CN1c2ccccc2C(O)=C(C(=S)Nc2ccc(Cl)cc2)S1(=O)=O,1,1,6,-128,5,5,5,-50,24
CCOc1ccc(NC(=O)CCS(=O)(=O)c2cccc3nsnc23)cc1,4,-3,4,-10,6,1,10,2,20

New compounds follow.
SMILES	SENP8 block-1	SENP1 FRET inh	HKDC1 inh	SENP8 block-2	SENP7 block	SENP6 block	Apaf-1 inh	PfGluPho inh	NLRP3 yeast inh
N#Cc1c(N)nc2c(c1N)CC(C(F)(F)F)O2 (stereo not given)	-5	0	-5	-3	1	-4	-8	-3	1
O=C(CSc1nnnn1C1CC1)N1CCN(c2ccc(O)cc2)CC1	-10	1	10	2	-5	-20	-2	54	15
CCc1cc2cccc(C)c2nc1SCC(=O)NC1CCCC1	-9	0	-6	5	0	-27	13	-16	12
Cc1ccnc(NC(=O)CCC(=O)N(CC(=O)NC(C)(C)C)Cc2ccc3c(c2)OCO3)c1	-3	1	-9	5	7	-11	7	7	12
Cc1ccc(S(=O)(=O)NCC(=O)OCCOc2ccc(Br)cc2)cc1	-6	0	8	5	5	-9	18	15	16
CC(=O)Nc1ccc(NC(=O)c2cccc(C(=O)OC(C)C)n2)cc1	-4	1	7	28	-9	11	-4	3	10
CN(C)c1ccc(S(=O)(=O)N(C)C)cc1NC(=O)Cc1cccc2ccccc12	5	3	-2	12	3	2	17	9	23
CC(C)N(C(=O)C(F)(F)F)C(C(=O)NC1CCCCC1)c1ccncc1 (stereo not given)	-4	1	2	20	-2	-4	1	5	1
COc1ccc(C)cc1Nc1n[n+](C)c(-c2ccc(O)cc2O)s1	-2	-1	-3	14	-4	-5	1	13	12
Cc1cc(C)nc(SCc2nnc(SCC(=O)O)n2-c2ccccc2)n1	9	0	-1	9	0	4	18	7	14
O=C(CC1SC(=Nc2ccccc2)N(CCCO)C1=O)Nc1ccc(Cl)cc1 (stereo not given)	-8	-5	-4	22	4	-3	25	13	2
CCCc1nc2c(nnn2Cc2ccccc2Cl)c(=O)[nH]1	0	2	-1	16	15	-4	8	-3	-14
CCOC(=O)c1cc2occc2n1CC(=O)NC1CCC(C)CC1 (stereo not given)	8	1	-8	6	5	-3	-20	3	11
COc1ccc(F)c(CN2CCN(CCc3ccccc3)C(CCO)C2)c1 (stereo not given)	-5	-3	-9	28	-8	-6	2	-22	36
COc1ccc(C(=O)NN=C2CCCC2)cc1	-9	-1	-8	10	-1	-11	-5	10	6
CC(C)Oc1ccc(C(=O)N/N=C/c2ccc(-c3ccc(S(=O)(=O)Nc4ncccn4)cc3)o2)cc1	4	-22	4	-464	-1	-16	12	-41	14
CCCN1C(=O)/C(=C/c2ccc(OCc3ccc(C(=O)O)cc3)c(OC)c2)NC1=S	-2	-60	6	-68	-1	-17	3	-34	8
Cc1ccc(S(=O)(=O)N2CCN(C(=O)c3cc(S(=O)(=O)N(C)C)ccc3N3CCCC3)CC2)cc1	-1	-1	0	-3	9	8	9	-6	8
COc1cccc(NC(=O)COC(=O)c2nc3nccc(C)n3n2)c1	3	1	10	12	4	0	-9	-11	-2
CNC(=S)Nc1cccc(C(=O)OC)c1	-3	4	-6	16	2	-3	-9	9	23
CC(=O)N[C@H]1C[C@@H]1c1ccccc1	1	0	-6	12	9	3	-23	7	22

Bioassay records from PubChem.
